Bioassay records (PubChem)
AddAB inh = less growth of phage-infected E. coli with AddAB | E. coli expressing H. pylori AddAB, absorbance growth | actives 0.29% (n = 330,000) | inhibition, % at 11.9 µM | AID 435030; in the data active = inhibition above about 12%;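 note: 0% = vehicle wells of infected cells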
HTR5A inv ctr = inverse agonist of human HTR5A in OPRM1-OPRD1 counter-screen | actives 0.083% (n = 340,000) | AID 504634 | P47898 | inhibition, % at 9.3 µM | HTR5A cell line, luminescence, inverse agonism; in the data active = inhibition mostly above about 23%, no sharp cut-off; inactive = mostly below about 18%;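 note: 0% = cells with DMSO and 100% = no-cell wells with DMSO; some compounds called inactive have numbers as strong as hits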
OPRM1-OPRD1 ag = agonists of human mu-delta opioid receptor heterodimerization; activation, % at 9.3 µM; actives 0.3% (n = 340,000); cells, OPRM1-OPRD1 heterodimerization, luminescence; in the data active = activation above about 18%;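 note: 0% = vehicle-treated cells and 100% = reference agonist; values of inactives mirror those of a sister screen read the other way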
Target sequence (P35372 whole entry, looked up): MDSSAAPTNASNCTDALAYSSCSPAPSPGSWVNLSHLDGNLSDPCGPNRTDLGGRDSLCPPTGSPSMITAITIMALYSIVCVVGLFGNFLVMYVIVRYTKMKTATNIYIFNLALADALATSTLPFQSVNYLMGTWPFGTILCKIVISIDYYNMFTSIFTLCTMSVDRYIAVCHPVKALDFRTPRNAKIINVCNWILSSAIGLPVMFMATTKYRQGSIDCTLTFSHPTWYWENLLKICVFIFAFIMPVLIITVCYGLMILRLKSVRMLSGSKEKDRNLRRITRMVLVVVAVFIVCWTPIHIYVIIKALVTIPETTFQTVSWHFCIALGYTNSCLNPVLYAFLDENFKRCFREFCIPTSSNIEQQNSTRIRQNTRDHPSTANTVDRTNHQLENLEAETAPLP
Target sequence (P41143 whole entry, looked up): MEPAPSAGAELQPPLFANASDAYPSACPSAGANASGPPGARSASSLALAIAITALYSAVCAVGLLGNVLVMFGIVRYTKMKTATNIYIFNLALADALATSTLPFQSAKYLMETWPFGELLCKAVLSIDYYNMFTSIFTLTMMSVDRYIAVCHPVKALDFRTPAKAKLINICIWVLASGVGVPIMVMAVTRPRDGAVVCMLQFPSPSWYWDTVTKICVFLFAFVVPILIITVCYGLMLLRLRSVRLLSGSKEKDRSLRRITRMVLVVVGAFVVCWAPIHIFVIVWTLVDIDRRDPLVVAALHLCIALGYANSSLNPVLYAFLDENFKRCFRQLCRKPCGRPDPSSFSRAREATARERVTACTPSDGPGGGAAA
PKA-R1A activ = PKA-R1A complex activation; actives 0.083% (n = 340,000); activation, % at 11.4 µM; PKA-R1A dissociation, Cy5-IP20 fluorescence polarization; scaled: DMSO 0%, 113 µM cGMP 100%;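 active = percent activation above the mean of all tested compounds plus 3 SD, cut at about 19% in these data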;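 note: higher means more PKAc released from R1A so a rise in polarization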
SUMO Mot1 rescue = blocks SUMOylation pathway, rescuing yeast Mot1-301 growth; S. cerevisiae Mot1-301 growth rescue, ATP luminescence, 38.5C; percent above DMSO median, 100 means doubled; growth rescue, % at 18.8 µM; actives 1% (n = 320,000); AID 2716;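 active = every valid replicate shows activation above 250% relative to neutral control wells; inactive = the rest, any valid replicate at or below 250%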;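 note: OY570 slx delta 5 strain wells were the positive control but not used for scaling; some compounds called inactive have numbers as strong as hits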
phage Ecoli inh = E. coli growth loss with phage present | growth absorbance | inhibition, % at 11.9 µM | actives 0.26% (n = 360,000) | AID 651602; in the data active = inhibition above about 11%
MOR-DOR inv ag = mu-delta opioid heterodimer inverse agonism. inhibition, % at 9.3 µM. actives 0.21% (n = 340,000). P35372+P41143. cell-based MOR-DOR heterodimer luminescence; in the data active = inhibition above about 22%, passing the limit was not always enough;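 note: 0% = cells with DMSO and 100% = wells without cells with DMSO; values of inactives mirror those of a sister screen read the other way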
Tat export inh = inhibitors of E. coli Tat protein transport; E. coli MC4100 TorA-mCherry Tat export, fluorescence; inhibition, % at 10 µM; actives 0.036% (n = 340,000);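 active = mean replicate inhibition at least 50% and at least half of replicates individually reaching 50%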;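 note: exported cargo escapes ClpAP degradation while cytoplasmic cargo is degraded and loses fluorescence; 0% = median of neutral control wells and 100% = median of NaSCN control wells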
PfHsp90 set2 = growth inhibition of yeast expressing Plasmodium Hsp90 | AID 504621 | actives 0.32% (n = 310,000) | inhibition, % at 9.4 µM | S. cerevisiae expressing PfHsp90, BacTiter-Glo ATP, 48 h; yeast lacking PDR1 and PDR3 efflux regulators;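 active = every replicate shows inhibition above about 80%, whatever the replicate mean, limit read from the data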;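 note: 0% = DMSO neutral controls and 100% = 20 µM radicicol positive controls; yeast relying on Plasmodium falciparum Hsp90 in place of its own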
PKA-R2B act = PKA-R2B complex activation | P22694+P31323 | PKA-R2B holoenzyme dissociation, Cy5-IP20 fluorescence polarization; R2B truncated from residue 108, S112A mutant; 0% DMSO only, 100% 113 µM cGMP | activation, % at 11.4 µM | actives 0.079% (n = 340,000);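 active = activation above a cutoff set at the mean over all compounds plus 3 SD, cut at about 18% in these data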;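 note: higher means more holoenzyme dissociation and a rise in polarization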
E coli growth = reduces bacterial viability in AddAB counter-screen. E. coli V3065 growth, OD600 absorbance, 18 h. inhibition, % at 11.9 µM. actives 0.27% (n = 330,000). AID 449728;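 active = inhibition above the campaign's mean inhibition across all tested compounds plus 3 SD, cut at about 9.9% in these data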;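 note: uninfected addAB+ strain grown without phage in ampicillin broth; 0% = DMSO wells and 100% = ciprofloxacin 0.95 µg/ml wells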
The depositor's hits bear a star; nt = no result given; & = joins results of further samples.

SMILES	AddAB inh	HTR5A inv ctr	OPRM1-OPRD1 ag	PKA-R1A activ	SUMO Mot1 rescue	phage Ecoli inh	MOR-DOR inv ag	Tat export inh	PfHsp90 set2	PKA-R2B act	E coli growth
C=CCn1c2ccccc2c2nnc(SCc3ccc4nonc4c3)nc21	4.2	-6	3.0	13	17	2.0	-19	-13	-15	0	-2.0
Cc1cc(C)cc(NS(=O)(=O)c2ccc(NC(=S)Nc3ccccc3)cc2)c1	2.2	25	-0.4	4	-5	2.4	3	4	23	1	-1.1
CCOC(=O)Nc1ccc2ncn(C)c(=O)c2c1	1.1	-26	-0.7	5	10	2.1	4	6	-32	3	-0.2
Cc1ccccc1NS(=O)(=O)c1cc2c3c(c1)C(C)C(=O)N3CCC2 (centres undefined)	3.5	-11	0.1	-1	2	3.2	-1	-13	-5	5	-1.4
CC12CCC(C(=O)N(CSC(=S)N/N=C\c3ccccc3Cl)C1=O)C2(C)C (centres undefined)	4.1	-18	1.5	-4	8	4.8	-8	3	-8	5	11*
O=C(Oc1ccc(C(=S)N2CCOCC2)cc1Cl)c1ccccc1F	0.7	9	-1.5	-1	-13	2.9	7	-5	-3	2	1.3
CC1CCN(C2CC(=O)N(c3ccccc3)C2=O)CC1 (centres undefined)	0.5	0	-4.5	8	-17	4.1	23	5	15	-3	0.2
O=[N+]([O-])c1cc(Cl)cc(/C=N/n2cnnc2)c1O	-1.8	-14	-2.3	-9	10	3.7	10	5	-17	-9	-0.1
O=C1CCC(C(=O)N2CCCC(Nc3ccc(F)cc3)C2)=NN1 (centres undefined)	0.9	-9	-3.1	3	2	2.5	16	-4	16	2	1.0
CN(CC(=O)Nc1ccccc1Br)C(=O)c1cccn1C	3.4	-16	-4.4	-13	-17	1.5	22	1	-11	-5	4.3
COc1ccc(/C=C2\SC(=NCc3ccccc3)N(Cc3ccccc3)C2=O)cc1OC	0.9	-11	-0.3	5	-4	0.7	2	-4	-5	6	-0.2
CN(C)C(=N)c1n[nH]nc1SCc1ccccc1	-1.4	6	-0.8	2	6	2.3	4	12	-23	13	-1.5
O=C(c1ccc2c(c1)OCO2)C1CCCN(C2CCN(CCc3ccccc3)CC2)C1 (centres undefined)	3.8	-11	1.6	8	263	3.4	-8	5	4	1	0.8
C=C(C)CN=C1SC(C(=O)Nc2sc3c(c2C(=O)OC)CCC3)C(N)=C1C(N)=O (centres undefined)	2.4	-16	-2.0	-13	-14	2.0	10	-2	21	-10	-0.5
C=CCNC(=O)C1CC(=O)N(c2ccc(OCC(=O)Nc3ccc(OC)cc3)cc2)C1 (centres undefined)	0.0	-18	-1.6	-7	5	3.3	7	-10	-8	6	-0.2
CCOC(=O)c1ccc(NC(=O)CSc2nncn2-c2cccnc2)cc1	1.0	-5	-0.9	0	-11	2.4	6	0	0	8	1.8
CCCCCOc1ccccc1C(=O)NCCC(=O)O	1.2	13	2.1	-5	-10	1.2	-11	-4	nt	3	0.9
Nc1ccc2c(c1)C(=O)c1ccccc1C2=O	3.1	15	2.1	2	3	1.0	-14	-3	nt	-17	1.6
COc1cc(OC)c(C(=O)CCCN2CCCC2)c(OC)c1	0.2	-29	3.1	6	258&15	4.9	-17	-9	2	2	-0.6
O=C(c1ccc(Cl)cc1)C1CCN(C(=O)N2CCOCC2)CC1	0.0	-27	0.7	5	-2	0.9	-4	-8	19	-8	-0.2
O=C(NC1CCCCC1)c1ccc([N+](=O)[O-])o1	8.0	-7	4.0	-7	108	nt	-25	-4	1	-14	3.5
Cc1ccc(S(=O)(=O)CCC(=O)OCC(=O)NC(C)c2ccc(F)cc2)cc1 (centres undefined)	-0.6	-1	-3.2	9	0	5.5	13	-3	-11	-14	-0.2
COc1cccc(CNC(=O)N[C@@H](C)C(=O)O)c1	0.7	-25	-1.9	-2	17	1.8	10	13	21	1	0.6
CC(NC(=O)C1CSC2(C)CCC(=O)N12)c1ccccc1Cl (centres undefined)	5.2	10	0.2	-19	-15	3.8	-1	-3	-3	-5	0.9
COc1ccc(C(=O)/C=C/c2cccs2)c(OC(=O)c2cccc([N+](=O)[O-])c2)c1	5.3	15	-1.5	4	10	1.4	7	12	5	-14	0.3

The results go on.
SMILES	AddAB inh	HTR5A inv ctr	OPRM1-OPRD1 ag	PKA-R1A activ	SUMO Mot1 rescue	phage Ecoli inh	MOR-DOR inv ag	Tat export inh	PfHsp90 set2	PKA-R2B act	E coli growth
O=C(c1cc2ccccc2oc1=O)N(Cc1cccs1)Cc1cccs1	3.3	6	-1.6	-8	148	1.3	10	1	35	10	3.5
Cc1cc(=O)oc2cc(NC(=O)C(C)Oc3ccccc3)ccc12 (centres undefined)	-0.5	19	-2.3	-4	679	2.7	12	-8	30	-2	1.3
CCOC(=O)c1ccc(NC(=S)NCc2ccccc2)cc1	4.6	-11	2.3	-9	9	6.3	-12	3	-6	-6	2.6
Cc1ccc(C(C(=O)NC2CCCC2)N(CCCO)C(=O)Cn2nnc(-c3ccc(C)o3)n2)cc1 (centres undefined)	1.4	-18	0.7	0	86	-1.4	-5	-1	20	11	2.1
COc1ccc(C)cc1N(CC(=O)N1CCCCCC1)S(=O)(=O)c1ccccc1	2.2	3	0.1	-4	-6	3.2	0	-4	11	5	-1.3
CCOc1ccccc1-c1nc(C(N)=O)c2[nH]c(=O)n(-c3ccc(F)cc3)c2n1	0.9	-46	1.2	1	-12	0.8	-6	6	2	-2	-0.6
CC(C)[C@H](NC(=O)c1ccccc1)C(=O)OCc1nnc(-c2ccccc2)o1	-1.5	nt	nt	nt	-6	2.3	nt	-11	-9	nt	1.9
Cc1coc2c(C)c3oc(=O)c(CCC(=O)NCCCN4CCOCC4)c(C)c3cc12	2.9	-5	-2.5	-4	122	1.7	13	-2	16	-8	-0.5
O=C(c1ccc(Cl)c(S(=O)(=O)N2CCCCCC2)c1)N1CCN(c2ccc(O)cc2)CC1	1.3	-21	0.0	4	34	4.7	0	0	-13	-3	-1.9
CC1CCc2sc(C(=O)NC(C)C3CCCO3)cc2C1 (centres undefined)	-0.1	-5	-2.6	-4	17	3.7	13	0	-6	0	-1.4
COC(=O)c1sc(N)c(C(=O)OC)c1COC(=O)C12CC3CC(CC(O)(C3)C1)C2	3.3	-27	-1.7	6	1	2.3	11	6	3	2	-3.2
COc1ccccc1/C=C/C(=C1/C(=O)N(c2ccccc2)N=C1C)c1ccc(C)cc1	0.4	-20	-2.2	-5	nt	0.7	11	0	-1	-10	-0.4
O=C1CC(NCc2ccc3c(c2)OCO3)C(=O)N1Cc1ccc2c(c1)OCO2 (centres undefined)	-0.2	4	-0.6	5	-11	0.2	3	-8	17	-1	-0.6
CN1C(=O)S/C(=C/c2ccccc2OCc2ccc(C(=O)O)cc2)C1=O	0.7	-1	-2.0	-15	120	1.9	10	2	3	0	0.7
Cc1ccc2c(c1)cc1c(=O)n(CC(=O)N3CCCC3)nc(C)n12	-0.4	15	0.0	5	-3	nt	0	-3	12	-2	0.3
COc1ccccc1NC(=O)c1ccc(COc2ccc3c(c2)CCC3)cc1	2.4	3	0.2	0	2	0.9	-1	-5	14	-7	0.5
CCN(Cc1ccccc1)C(=O)CCS(=O)(=O)c1ccc2c(c1)n(C)c(=O)c(=O)n2C	0.7	-38	-0.9	-22	9	1.8	5	0	12	-3	-1.5
CCN(CC(=O)Nc1ccc2c(c1)OCCO2)CC(=O)Nc1ccccc1C(F)(F)F	-2.0	3	-1.7	-6	4	-4.8	8	-8	-1	-8	-1.7
CCOC(=O)c1sc(Nc2ccccc2)nc1C	3.3	-3	7.7	-11	-15	3.1	-32	-3	3	-7	-0.7
O=C(CN(C(=O)Cn1nnc(-c2ccc(F)cc2)n1)c1cnc2ccccc2c1)NCC1CCCO1 (centres undefined)	0.0	-14	0.6	5	-3	2.9	-3	-9	-12	2	1.5
C=CCON1C(=O)c2ccccc2C1=O	1.5	15	-0.4	-12	-11	2.1	2	-1	4	6	0.5
COC(=O)c1sccc1NC(=O)c1cccs1	0.7	nt	nt	nt	-7	0.0	nt	13	7	nt	1.2
Cc1cccc(C(=O)Nc2cccnc2Cl)c1	0.3	1	-2.6	-12	-9	5.5	12	0	2	-12	3.3
CSCC[C@H](NC(=O)[C@H](Cc1ccccc1)n1c(=O)[nH]c2ccccc2c1=O)C(=O)N1CCC(C(=O)O)CC1	1.3	15	-1.6	1	58	0.2	8	6	-7	-3	-0.7
Clc1cccc(C[n+]2cc(-c3ccccc3)n3c2CCC3)c1	2.5	-18	1.1	2	3	0.9	-6	14	5	-9	1.8
O=c1cc(CSc2ccccc2)[nH]c2ccccc12	2.1	2	-1.6	-5	-5	2.2	7	-7	-10	-3	0.9
NS(=O)(=O)c1ccc(CCNC(=O)CN2CCN(c3ccccc3F)CC2)cc1	3.0	19	-3.3	-8	10	2.6	16	-7	2	-20	1.7
Cc1nnc(SCC(=O)NC2CC2)n1CC1CCCO1 (centres undefined)	0.8	7	-1.8	-3	140	1.4	9	-5	-20	6	3.2

Another view of part of the listing above:
| Structure | AddAB inh | HTR5A inv ctr | OPRM1-OPRD1 ag | PKA-R1A activ | SUMO Mot1 rescue | phage Ecoli inh | MOR-DOR inv ag | Tat export inh | PfHsp90 set2 | PKA-R2B act | E coli growth |
| --- | --- | --- | --- | --- | --- | --- | --- | --- | --- | --- | --- |
| O=C(c1ccc(Cl)c(S(=O)(=O)N2CCCCCC2)c1)N1CCN(c2ccc(O)cc2)CC1 | 1.3 | -21 | 0.0 | 4 | 34 | 4.7 | 0 | 0 | -13 | -3 | -1.9 |
| CC1CCc2sc(C(=O)NC(C)C3CCCO3)cc2C1 (centres undefined) | -0.1 | -5 | -2.6 | -4 | 17 | 3.7 | 13 | 0 | -6 | 0 | -1.4 |
| COC(=O)c1sc(N)c(C(=O)OC)c1COC(=O)C12CC3CC(CC(O)(C3)C1)C2 | 3.3 | -27 | -1.7 | 6 | 1 | 2.3 | 11 | 6 | 3 | 2 | -3.2 |
| COc1ccccc1/C=C/C(=C1/C(=O)N(c2ccccc2)N=C1C)c1ccc(C)cc1 | 0.4 | -20 | -2.2 | -5 | nt | 0.7 | 11 | 0 | -1 | -10 | -0.4 |
| O=C1CC(NCc2ccc3c(c2)OCO3)C(=O)N1Cc1ccc2c(c1)OCO2 (centres undefined) | -0.2 | 4 | -0.6 | 5 | -11 | 0.2 | 3 | -8 | 17 | -1 | -0.6 |
| CN1C(=O)S/C(=C/c2ccccc2OCc2ccc(C(=O)O)cc2)C1=O | 0.7 | -1 | -2.0 | -15 | 120 | 1.9 | 10 | 2 | 3 | 0 | 0.7 |
| Cc1ccc2c(c1)cc1c(=O)n(CC(=O)N3CCCC3)nc(C)n12 | -0.4 | 15 | 0.0 | 5 | -3 | nt | 0 | -3 | 12 | -2 | 0.3 |
| COc1ccccc1NC(=O)c1ccc(COc2ccc3c(c2)CCC3)cc1 | 2.4 | 3 | 0.2 | 0 | 2 | 0.9 | -1 | -5 | 14 | -7 | 0.5 |

Random draw from the library. Share with any hit: about 2.2%.
